PKM2 act: qHTS Assay for Activators of Human Muscle isoform 2 Pyruvate Kinase. Pyruvate kinase PKM (Homo sapiens), P14618. purified PKM2, Kinase-Glo ATP luminescence, activation; response scale: 0% is enzyme alone, no compound. Potency, µM (titrated, usually from 57.5 µM), without a hit: top-dose activation, hits mostly activators. actives 0.34% (n = 260,000). AID 1631, 2009; further: potency means the concentration at half of the fitted maximal effect; on the % scale 0 is the no-effect control and ±100 the full control effect; nearly all actives have a fitted effect of over 55% in size
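Purified hPK-M2 (>95% pure) converted ADP (0.1 mM final) to ATP with 0.5 mM PEP in 50 mM imidazole pH7.2, KCl, MgCl2, Tween 20, BSA; 1 h at room temperature. ATP detected by Kinase-Glo luminescence.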
Giardia killer: Small Molecules that selectively kill Giardia lamblia: qHTS | Giardia lamblia trophozoite viability | activity change, % at 7.66 µM, hits read low | actives 0.15% (n = 340,000); in the data active means activity change below about -80%; inconclusive means between about -30% and that limit;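 further: parasites exposed to compound for two days anaerobically before the ATP read; on the % scale 0 is the no-effect control and ±100 the full control effect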
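Giardia trophozoites, 100 cells per well, were exposed to compounds for 48 hrs at 37 deg C under anaerobic conditions; viability was then read as ATP content by bioluminescence after 15-30 min at room temperature.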
B2AR arrestin: qHTS assay of beta-arrestin-biased ligands of beta2-adrenergic receptor. Potency, µM (doses to about 46.1 µM), inactives show at the top dose activation, hits mostly activators. beta-arrestin recruitment to beta2AR, cell-based reporter. actives 0.02% (n = 330,000). Beta-2 adrenergic receptor (Homo sapiens), P07550. AID 492947, 2010;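 further: potency means the concentration at half of the fitted maximal effect; 0% = DMSO controls and full agonism = EC100 isoproterenol or metaproterenol; nearly all actives have a fitted effect of over 65% in size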
S-ASM inh: Inhibitors of Secretory Acid Sphingomyelinase (S-ASM): qHTS. actives 0.006% (n = 340,000). placental ASM, HMU-PC fluorogenic substrate, 60 min. Potency, µM (series often up to 57.5 µM), without a hit: top-dose activity change, negative = inhibition, usual class: inhibitors. AID 504937, 2011. Sphingomyelin phosphodiesterase (Homo sapiens), P17405; further: potency means the concentration at half of the fitted maximal effect
Target sequence (P17405 47-631 limits assumed): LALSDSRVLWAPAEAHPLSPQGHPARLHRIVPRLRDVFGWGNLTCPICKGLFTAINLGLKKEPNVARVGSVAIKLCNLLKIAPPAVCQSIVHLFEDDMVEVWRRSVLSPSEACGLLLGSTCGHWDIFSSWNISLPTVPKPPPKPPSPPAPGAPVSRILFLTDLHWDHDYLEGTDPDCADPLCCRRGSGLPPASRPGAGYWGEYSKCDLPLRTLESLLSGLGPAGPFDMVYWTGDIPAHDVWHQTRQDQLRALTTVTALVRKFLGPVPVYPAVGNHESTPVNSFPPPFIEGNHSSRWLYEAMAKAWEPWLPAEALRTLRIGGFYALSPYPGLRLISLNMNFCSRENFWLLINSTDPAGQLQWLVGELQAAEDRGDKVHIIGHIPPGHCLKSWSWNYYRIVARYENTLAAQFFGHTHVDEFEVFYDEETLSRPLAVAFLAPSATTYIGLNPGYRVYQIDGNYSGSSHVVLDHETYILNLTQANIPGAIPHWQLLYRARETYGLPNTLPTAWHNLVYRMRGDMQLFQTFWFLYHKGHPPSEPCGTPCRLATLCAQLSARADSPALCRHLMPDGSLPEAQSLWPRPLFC
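Human placenta-derived ASM enzyme was preincubated with compound for 10 minutes at room temperature, then given fluorogenic substrate HMU-PC0 (9 uM final) for 60 minutes at 37 °C; a pH 10 stop preceded fluorescence reading at Ex 386/Em 447 nm.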
TSG101-PTAP inh: qHTS Assay for Iinhibitors of HIV-1 Budding by Blocking the Interaction of PTAP/TSG101 | Tumor susceptibility gene 101 protein (Homo sapiens), Q99816 | Fluorescence polarization, FITC-PTAP peptide / Tsg101 binding | Potency, µM (highest dose often 115 µM), without a hit: at the highest dose activity change, negative = inhibition, hits mostly inhibitors | 340,000 tested, under 10 active; active means well fitted inhibition curve with a large enough effect in the main read-out, with a control signal flat, not every such curve was filed as active; inconclusive means small, poorly fitted or top-dose-only effect, or effect the other way, or a change in a side signal; inactive means no such curve, though single readings can be large or run the other way; further: potency means the concentration at half of the fitted maximal effect; % of control where 0% means no effect
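Compounds were pin-transferred onto Tsg101 binding domain (10 uM final) in HEPES pH 7.5 buffer, then FITC-PTAP peptide was added at 50 nM final. After 20 min at RT, polarization reported peptide displacement across a qHTS concentration series.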
Coupling enz: qHTS Assay for Inhibitors of Fructose-1,6-bisphosphate Aldolase from Giardia Lamblia: Coupling assay counterscreen; activity change, negative = inhibition, % at 58.2 µM, hits read low; AID 2472, 2010; coupling enzyme system counterscreen, AmpLite Red fluorescence; actives 0.67% (n = 290,000); in the data active means activity change below about -30%; further: on the % scale 0 is the no-effect control and ±100 the full control effect
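Counterscreen lacking aldolase: glyceraldehyde-3-phosphate coupling-enzyme reagent preincubated 10 min at RT with compound (at 57.5 uM final), then substrate/coupling system with AmpLite Red added; fluorescence read at 525/598 nm after 20 min RT.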
Integrin act MD: qHTS for Activators of Integrin-Mediated Alleviation for Muscular Dystrophy; alpha7betagal myoblasts, beta-gal FDG fluorescence, 48 h; Potency, µM (doses to about 38.3 µM), for inactives: at the highest dose activation, usual class: activators; actives 0.064% (n = 350,000);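 further: potency means the concentration at half of the fitted maximal effect; 100% = response of the positive control SU9516; nearly all actives have a fitted effect of over 60% in size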
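alpha7betagal+/- myoblasts (passage 13, 250/well) treated 48 h at 37C with compounds at 1:260 dilution of DMSO stock. Lysed, then beta-galactosidase activity read as FDG fluorescence (ex 480/em 540) after 30 min, with pre-read for autofluorescence.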
BCR signal inh: qHTS Assay to Find Inhibitors of Chronic Active B-Cell Receptor Signaling | ABC-DLBCL IkBa-CBG/CBR reporter, luminescence ratio, 4 h | Potency, µM (titrated, usually from 46.1 µM), inactives show at the highest dose ratio change, negative = lower green/red ratio, most hits filed as inhibitors | actives 0.05% (n = 340,000) | AID 493014, 2011; active means well fitted inhibition curve with a large enough effect in the signal ratio, with a control signal flat, not every such curve was filed as active; inconclusive means small, poorly fitted or top-dose-only effect, or effect the other way, or a change in a side signal; the % refers to the signal ratio;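 further: potency means the concentration at half of the fitted maximal effect; plate controls were basal doxycycline-induced cells for no effect and cells given 10 µM MG132 for full effect; MG132 reads +100%, hits lower the ratio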
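TMD8 ABC-DLBCL cells carrying doxycycline-inducible green luciferase fused to IkappaBalpha plus unfused red luciferase were exposed to compounds (up to 46 uM) for 4 hrs at 37C. Activity came from the overlap-corrected green/red luminescence ratio.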
Tb PFK inh: qHTS Assay to Find Inhibitors of T. brucei phosphofructokinase; Potency, µM (top dose mostly 57.5 µM), without a hit: top-dose activity, negative = inhibition, usual class: inhibitors; actives 0.17% (n = 330,000); ATP-dependent 6-phosphofructokinase (Trypanosoma brucei brucei), O15648; T. brucei PFK, ADP-Glo luminescence; AID 485367, 2010;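 further: potency means the concentration at half of the fitted maximal effect; 0% = uninhibited 1x PFK enzyme wells and -100% = no-enzyme wells; nearly all actives have a fitted effect of over 60% in size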
Target sequence (O15648 whole entry, looked up): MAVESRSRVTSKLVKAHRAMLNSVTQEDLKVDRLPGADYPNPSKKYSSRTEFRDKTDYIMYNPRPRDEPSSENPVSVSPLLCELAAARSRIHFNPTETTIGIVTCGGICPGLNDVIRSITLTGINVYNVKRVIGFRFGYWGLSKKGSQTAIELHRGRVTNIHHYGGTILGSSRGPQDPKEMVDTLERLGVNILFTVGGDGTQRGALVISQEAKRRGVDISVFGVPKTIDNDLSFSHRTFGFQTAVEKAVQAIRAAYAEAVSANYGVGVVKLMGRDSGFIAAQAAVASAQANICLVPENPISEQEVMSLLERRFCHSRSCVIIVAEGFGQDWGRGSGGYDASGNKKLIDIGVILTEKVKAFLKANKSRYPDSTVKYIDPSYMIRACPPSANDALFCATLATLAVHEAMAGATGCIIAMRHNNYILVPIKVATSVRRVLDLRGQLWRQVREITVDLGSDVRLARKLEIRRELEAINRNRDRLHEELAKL
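1.25 nM PFK with 0.5 mM F6P and 0.1 mM ATP in 0.1 M TEA pH 8.0, 5 mM MgCl2, incubated 45 min at room temperature; ADP measured by ADP-Glo luminescence; compounds titrated up to 57 uM.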
Menin MLL FP TR: qHTS Assay for Inhibitors Targeting the Menin-MLL Interaction in MLL Related Leukemias: Competition With Texas Red Labeled MLL-derived Mutant Peptide. Menin + Texas Red MLL mutant peptide, fluorescence polarization. AID 1768, 2009. O00255. Potency, µM (doses to about 61.6 µM), for inactives: at the top dose FP activity change, negative = inhibition, hits mostly inhibitors. actives 0.23% (n = 270,000); active means well fitted inhibition curve with a large enough effect in the polarisation, with a control signal flat, not every such curve was filed as active; inconclusive means small, poorly fitted or top-dose-only effect, or effect the other way, or a change in a side signal; inactive means no such curve, though single readings can be large or run the other way; the % refers to the polarisation; further: potency means the concentration at half of the fitted maximal effect; % of control where 0% means no effect; many of its hits are not listed in these tables
GALK inh: qHTS Assay for Inhibitors of Human Galactokinase (GALK); P51570; Purified GALK, Kinase-Glo residual ATP luminescence; Potency, µM (titrated, usually from 57.5 µM), without a hit: top-dose activity change, negative = inhibition, hits mostly inhibitors; actives 0.007% (n = 270,000); AID 1868, 2009; further: potency means the concentration at half of the fitted maximal effect; on the % scale 0 is the no-effect control and ±100 the full control effect
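Quantitative HTS: GALK 5 nM, ATP 35 uM, galactose 100 uM, 1 h room temperature, then luciferase-based ATP detection.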
* marks the source's active call; other numbers are inactive results; i = inactive; ? = inconclusive; nt = not tested or not shown; [ ] = another dose, or the depositor's remark. Unless noted, the call rests on the fitted dose curve; in most records, active means well fitted curve in the direction sought with a large enough effect; inconclusive means small, poorly fitted or top-dose-only effect, or another doubt; inactive means no such curve, though single readings can be large; an effect the other way counts as inactive or inconclusive. An excerpt, so the mix of outcomes need not match the whole.

SMILES	PKM2 act	Giardia killer	B2AR arrestin	S-ASM inh	TSG101-PTAP inh	Coupling enz	Integrin act MD	BCR signal inh	Tb PFK inh	Menin MLL FP TR	GALK inh
CC1CN(Cc2cc(=O)[nH]c(C3CC3)n2)CC(C)O1 (stereo unspecified)	-14.2%	13.5	-0.1%	2.3%	-2.9%	1.6	-2.8%	-2.7%	-11.3%	-13.2%	-1.2%
CCC1Oc2ccc(C)cc2N(CC(=O)NCc2cccs2)C1=O (stereo unspecified)	-1.0%	-6.7	-0.1%	0.2%	1.1%	-2.8	10.6%	4.0%	4.8%	6.6%	4.5%
CCOC(=O)c1sc(N)c(C(N)=O)c1C	12.7%	35.6[activator]	0.0%	2.1%	-6.4%	-33.2*	7.4%	?	1.8%	-25.4%	9.6%
O=C(CC1C[C@H](C(=O)N2CCOCC2)[C@@]2(CCC3CCCC3)c3[nH]c4ccccc4c3CCN2C1=O)NCc1ccco1 (stereo partly specified)	nt	-21.3	0.2%	-1.5%	-3.7%	nt	2.8%	-2.7%	-1.7%	nt	nt
CC(C)c1cc(CN2CCN(Cc3ccc(F)c(F)c3)C(CCO)C2)[nH]n1 (stereo unspecified)	0.3%	3.6	-0.4%	2.6%	-1.5%	4.0	-23.1%	?	-6.6%	-9.5%	2.6%
Cc1nn(Cc2ccccc2)c(C)c1NC(=O)c1noc2c1CCc1ccccc1-2	0.1%	0.2	-1.3%	-3.3%	-5.3%	-2.0	-32.4%	?	-5.1%	-9.8%	0.1%
COc1ccc(NC(=O)C2(c3ccc(NC(=O)c4ccc(C)cc4)cc3)CCCC2)cc1	-3.9%	8.3	0.1%	-3.0%	-1.1%	1.6	6.3%	-0.6%	-2.1%	10.9%	4.5%
Cc1ccccc1NC(=O)/C(C#N)=C\c1cccnc1	9.3%	-8.5	-0.1%	4.8%	3.4%	3.0	-4.9%	-4.2%	-10.5%	-0.5%	-0.6%
COc1ccc(-n2c(SCC(=O)NC3CCCCC3)nc3ccsc3c2=O)cc1	-2.0%	-3.1	-0.1%	0.8%	-2.0%	1.1	36.8%	-1.4%	0.4%	-9.0%	1.5%
COc1ccc(NC(=O)C(=O)NCCC2CCCCN2S(=O)(=O)c2cccs2)cc1 (stereo unspecified)	nt	3.3	-0.8%	-2.1%	-1.3%	nt	-35.5%	-9.1%	13.6%	nt	nt
COC(=O)C(O)(CC(=O)Nc1cc(Cl)ccc1Cl)C(F)(F)F (stereo unspecified)	1.8%	37.2[activator]	0.0%	2.3%	1.3%	3.8	13.5%	9.5%	2.5%	10.9%	3.0%
N#C/C(=C\c1c[nH]c2ccccc12)C(=O)NC1CCCC1	1.3%[11.5 µM]	30.8[activator]	0.6%	-2.5%	-6.7%	-2.5	?	-9.3%	1.1%	13.4%	0.2%
CCOc1ccc(NC(=O)/C(C=Nc2ccccc2)=C(\C)O)cc1	0.0%	-0.4	-0.4%	-9.4%	0.0%	0.6	13.9%	-24.0%	-3.9%	20.3%	7.7%
Cc1ccc(S(=O)(=O)N(CCCN2CCCC2=O)Cc2cc3c(C)ccc(C)c3[nH]c2=O)cc1	-9.5%	0.9	-0.3%	-2.1%	-2.9%	nt	-44.4%[7.66 µM]	-1.0%	-4.0%	?	-1.5%
CC(=O)c1cccc(NC(=O)C2=CN3CCS(=O)(=O)N=C3C=C2)c1	nt	0.2	0.5%	3.7%	-6.6%	nt	-30.4%	4.7%	-7.2%	nt	nt
Cn1c2ccccc2c(=O)c2ccc(F)cc21	-4.0%	3.1	-1.0%	i	-3.4%	1.3	15.8%	12.7%	0.1%	1.7%	nt
CCCC(=O)Nc1nnc(CCc2ccccc2)s1	2.5%	0.8	0.0%	-0.6%	-2.5%	0.4	10.8%	-1.6%	0.3%	-9.5%	3.0%
CCOc1ccc(C2Nc3cccc4cccc(c34)N2)cc1OC	-7.8%	22.8	-0.5%	-14.1%	-0.6%	-5.4	-32.4%	3.8%	-1.3%	?	-2.2%
CC1CCCN(C(=O)c2nn(C)c3c2CSc2ccccc2-3)C1 (stereo unspecified)	6.1%	14.9	0.0%	-2.8%	2.3%	-1.9	8.5%	7.9%	-18.9%	-11.9%	nt
COc1ccc(NS(=O)(=O)c2cccc(C(=O)NNC(=O)CNC(=O)c3ccccc3F)c2)cc1	nt	-5.0	-0.7%	2.7%	-3.6%	nt	11.9%	?	2.2%	nt	nt
Cn1c(N)c(C(=O)COC(=O)C2CC(=O)N(Cc3ccccc3)C2)c(=O)n(C)c1=O (stereo unspecified)	-5.4%	15.5	-0.2%	-3.2%	-0.4%	1.2	-26.1%	-3.2%	1.3%	-3.1%	0.8%
CC(C)(C)OC(=O)C(C)(C)O/N=C(\C(=O)O)c1csc(N)n1	-8.2%	55.5[activator]	-0.2%	0.4%	-3.8%	0.2	25.3%	5.6%	-0.5%	11.6%	4.5%
Cc1cccc(-n2nnnc2SCC(=O)NCC2CCCO2)c1 (stereo unspecified)	-0.2%	16.5	0.0%	3.6%	-4.7%	-2.8	9.7%	4.5%	3.9%	nt	0.7%
Fc1ccc(NC(=S)NCCN2CCOCC2)c(F)c1F	2.1%	-14.0	-0.3%	-2.0%	1.3%	-0.3	-2.1%	?	-6.1%	-2.7%	0.3%
CCOC(=O)CNC(=O)c1c(C)nn(-c2ccccc2)c1Cl	8.4%	20.4	-1.0%	-4.5%	-12.3%	1.3	13.3%	?	-0.9%	9.6%	0.4%
(cont.)
SMILES	PKM2 act	Giardia killer	B2AR arrestin	S-ASM inh	TSG101-PTAP inh	Coupling enz	Integrin act MD	BCR signal inh	Tb PFK inh	Menin MLL FP TR	GALK inh
CCOc1ccc(CCNC(=O)c2ccc(CS(=O)Cc3cccc(Cl)c3)o2)cc1 (stereo unspecified)	nt	-7.8	-0.3%	-0.6%	2.2%	-1.8	-7.4%	4.8%	-8.4%	10.8%	-1.9%
Cc1cccc(NC(=O)CSc2ccc(-c3ccc4c(c3)OCO4)nn2)c1C	-1.5%	-7.5	-0.9%	4.9%	1.7%	2.6	-23.4%	0.2%	10.5%	-62.2%	-1.6%
CCC(=O)N=c1sc2cc([N+](=O)[O-])ccc2n1CCOC	-19.0%	-17.5	-2.7%	0.1%	0.9%	-0.6	14.2%	2.7%	-0.7%	-1.3%	-0.8%
O=C(Oc1c(Cl)cc(Cl)c2cccnc12)c1cccs1	3.0%	8.1	?	-6.9%	-6.2%	-4.7	-58.8%[inhibitor]	23.1µM*	20.3%	1.5%	-2.3%
Cc1ccc(-n2c3c(cc(C(=O)NC4CCSC4=O)c2=O)C(=O)CCC3)cc1 (stereo unspecified)	-1.9%	2.7	0.4%	-1.2%	-2.8%	-17.0	-4.5%	?	0.0%	-1.0%	-1.0%
Cc1nc(CC(=O)N/N=C/c2ccc(OCC(=O)O)cc2)cs1	-8.1%	-1.7	0.1%	2.5%	-6.5%	0.4	15.3%	-4.6%	-17.7%	nt	0.0%
CN(CC(=O)Nc1ccc(F)c(F)c1F)C(=O)CCCc1nc2ccccc2c(=O)[nH]1	nt	-1.4	-1.1%	-1.7%	-0.9%	nt	-22.0%	0.8%	-3.8%	nt	nt
Cc1ccccc1CN1CCN(C(C)C(=O)NCc2ccccc2)CC1 (stereo unspecified)	-2.1%	-16.9	0.0%	-1.0%	1.1%	4.0	-22.3%	-0.1%	1.7%	nt	11.1%
CCN(CC)C(=O)C(Sc1ccccc1)c1ccccc1 (stereo unspecified)	2.0%	-5.8	0.0%	-3.9%	1.7%	1.2	4.6%	-0.5%	0.8%	-18.3%	1.8%
CC1C(=O)Nc2ccc(S(=O)(=O)NCc3ccc(Cl)cc3)cc2NC1=O (stereo unspecified)	-9.7%	8.2	0.3%	-1.3%	-1.3%	-0.6	19.9%	3.4%	4.7%	-3.9%	nt
CC1(C)ON(C2CCCCC2)[C@H]2c3nc4ccccc4n3C[C@H]21	1.1%	-20.1	0.2%	2.0%	-2.5%	1.1	-4.8%	?	-5.2%	2.3%	nt
